AGP1 TOR yeast: alters AGP1-GFP fluorescence in TOR pathway yeast screen | 320,000 compounds, 0.02% hits | GFP response vs DMSO, % at 10 µM | S. cerevisiae AGP1-GFP multiplex flow cytometry, 3 h; GFP as percent of DMSO wells;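 active = GFP response relative to DMSO above a set limit, near screen average plus 3 SD, cut at about 150% in these data; inconclusive = fewer than 70 cells counted for the yeast strain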;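 note: median GFP channel fluorescence of the gated AGP1 strain per well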
AHR activator: activates the human aryl hydrocarbon receptor. P35869. AHR-responsive luciferase reporter cells, luminescence. activation, % at 5 µM. 320,000 compounds, 2.5% hits; in the data active = activation above about 47%;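 note: 0% = vehicle wells and 100% = reference agonist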
proCasp7 act: counter-screen for procaspase-3 activators: activators of human procaspase-7. P55210. 330,000 compounds, 0.093% hits. AID 463210. activation, % at 8.5 µM. recombinant procaspase-7, Ac-DEVD-pNA absorbance 405 nm; D23A/D198A/D206A triple mutant, cannot self-cleave; scale: DMSO 0, 5 µM enzyme 100;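 active = percent activation above the screen-wide mean plus 3 SD, cut at about 25% in these data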
Target sequence (P55210 whole entry D23A/D198A/D206A): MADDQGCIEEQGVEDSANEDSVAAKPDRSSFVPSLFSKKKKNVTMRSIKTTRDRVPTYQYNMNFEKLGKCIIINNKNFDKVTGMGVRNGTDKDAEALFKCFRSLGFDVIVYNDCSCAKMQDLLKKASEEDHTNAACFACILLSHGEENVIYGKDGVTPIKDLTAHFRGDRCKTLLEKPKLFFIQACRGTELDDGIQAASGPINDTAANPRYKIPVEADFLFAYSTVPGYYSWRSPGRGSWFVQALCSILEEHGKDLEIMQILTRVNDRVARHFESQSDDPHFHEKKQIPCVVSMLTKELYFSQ
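System: Uncleavable procaspase-7 mutant enzyme; Amount: 2 µM procaspase-7 mutant as dispensed; Schedule: 1 h compound preincubation, 2 h substrate cleavage, 25 °C; Measured by: 405 nm absorbance of p-nitroaniline; Evaluation: percent activation from buffer-corrected 0–120 min absorbance change; Control set: low DMSO alone, high DMSO plus 5 µM PC-7.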
MEP2-GFP yeast: alters MEP2-GFP fluorescence in TOR pathway yeast screen; 330,000 compounds, 0.51% hits; S. cerevisiae MEP2-GFP strain, flow cytometry GFP, 3 h; 100% = DMSO control level; GFP response vs DMSO, % at 10 µM;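 active = GFP response versus DMSO above a set limit, roughly screen mean plus 3 SD, cut at about 180% in these data; inconclusive = fewer than 70 cells counted for a yeast strain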;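 note: median GFP fluorescence of the barcode-gated MEP2-GFP cells per well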
RPL19A-GFP yeast: alters RPL19A-GFP fluorescence in TOR pathway yeast screen. S. cerevisiae RPL19A-GFP strain, flow cytometry, 3 h; active compounds read low. percent response vs DMSO, % at 10 µM. 330,000 compounds, 0.3% hits;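 active = percent response vs DMSO below 50%; inconclusive = fewer than 70 events counted for the yeast strain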;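 note: median channel GFP fluorescence of the barcoded RPL19A-GFP strain; ratio of sample median GFP to plate DMSO average so 100% = DMSO; lower means less RPL19A-GFP as with rapamycin TOR inhibition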
CIT2 TOR yeast: yeast TOR pathway CIT2-GFP modulation; S. cerevisiae CIT2-GFP strain, flow cytometry, 3 h; 100 means same as DMSO wells; GFP response vs DMSO, % at 10 µM; 320,000 compounds, 0.065% hits; AID 2029;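 active = GFP response relative to DMSO above a set limit, near the screen mean plus 3 SD, cut at about 150% in these data; inconclusive = Fewer than 70 cells measured for a yeast strain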;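 note: ratio of well median GFP fluorescence to mean of DMSO wells on the plate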
procasp3 activ: activators of human procaspase-3; activation, % at 8.5 µM; recombinant procaspase-3 D3A, Ac-DEVD-pNA absorbance 405 nm; 330,000 compounds, 0.11% hits;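 active = activation above the mean of all tested compounds plus 3 SD, cut at about 21% in these data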;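 note: 0% = DMSO alone and 100% = DMSO wells spiked with extra 5 µM PC-3 D3A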
Target sequence (P42574 whole entry D9A/D28A/D175A): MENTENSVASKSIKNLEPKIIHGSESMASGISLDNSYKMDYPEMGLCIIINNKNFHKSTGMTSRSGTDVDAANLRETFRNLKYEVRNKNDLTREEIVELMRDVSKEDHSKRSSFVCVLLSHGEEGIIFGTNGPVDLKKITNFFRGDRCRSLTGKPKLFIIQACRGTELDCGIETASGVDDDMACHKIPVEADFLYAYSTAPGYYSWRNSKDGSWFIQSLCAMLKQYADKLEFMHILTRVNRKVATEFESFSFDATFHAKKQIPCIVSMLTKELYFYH
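System: Procaspase-3 D3A mutant. Medium: Zinc-free 300 mM NaCl, 50 mM HEPES, 0.01% Triton X-100. Schedule: 1 h preincubation plus 2 h reaction at 25 °C. Measured by: 405 nm absorbance of p-nitroaniline, reads at 0 and 120 min. Read-out: percent activation relative to control range.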
LAP4-GFP MLPCN: alters LAP4-GFP fluorescence in TOR pathway yeast screen. S. cerevisiae LAP4-GFP multiplex, flow cytometry GFP, 3 h; median GFP as percent of DMSO wells. GFP response vs DMSO, % at 10 µM. 320,000 compounds, 0.34% hits;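 active = GFP response vs DMSO above a set limit, about the screen mean plus 3 SD, cut at about 150% in these data; inconclusive = under 70 cell events counted for the yeast strain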
An asterisk follows results filed as active; u = inconclusive; x = not tested or not shown; [ ] = dose if it differs, or a comment. Rows are unselected; overall some 3.5% were active at least once.

SMILES	AGP1 TOR yeast	AHR activator	proCasp7 act	MEP2-GFP yeast	RPL19A-GFP yeast	CIT2 TOR yeast	procasp3 activ	LAP4-GFP MLPCN
O=C(Nc1cccc(S(=O)(=O)N2CCCCC2)c1)c1cnccn1	94	0	9	96	93	101	-5	100
O=S(=O)(c1cccc(Cl)c1Cl)N1CCCCC1	91	1	-17	94	95	85	-3	103
CC(C)NC(=O)NC(=O)COC(=O)CCCSc1nc2ccccc2s1	93	2	2	97	99	94	0	98
Fc1ccc(CSc2nnc(-c3cc4c(s3)-c3ccccc3CC4)o2)cc1	99	52*	0	100	97	105	1	101
Cc1cc(C(=O)COC(=O)c2ccc(O)cc2)c(C)n1CCc1ccc(F)cc1	104	23	10	102	102	93	-4	106
Cc1ccc(/C=[N+](\[O-])c2ccccc2C)o1	97	-1	-4	118	100	108	-3	100
COc1ccccc1CNC(=O)C1CCN(Cc2nc(-c3cccc(Cl)c3)oc2C)CC1	92	2	0	89	95	88	4	95
CCN(CC)S(=O)(=O)c1ccc(N2CCOCC2)c(NC(=S)NC(=O)c2ccco2)c1	101	-1	-18	99	99	102	-9	98
COC(=O)c1cc(Cl)c(NS(=O)(=O)c2ccccc2)cc1OC	97	3	-4	100	102	91	5	96
Cc1ccc(OCCCOc2cccc3cccnc23)cc1C	93	1	1	105	98	88	-6	111
COc1ccc(S(=O)(=O)N2CCC(C(=O)Nc3ccc(OC)c(OC)c3)CC2)cc1C	102	0	-2	105	96	98	-9	96
CCN(CC)CCNC(=O)C1CCC(=O)N(c2ccc(OC)cc2)C1c1ccc(F)cc1 (stereo unspecified)	20[may fluoresce violet]	3	6	230*[may fluoresce violet]	58[may fluoresce violet]	u	2	91[may fluoresce violet]
N#CCc1nnc2n1-c1ccccc1CCC2	105	0	8	103	102	100	-2	92
CCOC(=O)N1CCN(C(=O)CN(Cc2ccc(Cl)cc2)S(C)(=O)=O)CC1	x	6	1	105	101	109	-3	101
CN(C)CCOCCP(=O)(c1ccccc1)c1ccccc1	48	1	1	100	90	107	-12	90
COC(=O)c1ccc(NS(=O)(=O)c2cccc3cccnc23)cc1	96	1	11	102	97	90	-2	102
S=c1[nH]ncn1/N=C/c1ccc(Br)cc1	89	1	5	96	90	96	3	97
CCOC(=O)N1CCC2(CC1)C(C#N)=C(N)Oc1n[nH]c(C)c12	94	4	-8	98	95	93	6	93
COc1cccc(/C=C2/Oc3ccccc3N(CC(=O)NCC3CCCO3)C2=O)c1 (stereo unspecified)	103	1	-16	99	103	107	-8	95
COc1ccc(CCN2C(=O)NC(NS(=O)(=O)c3ccccc3)(C(F)(F)F)C2=O)cc1OC (stereo unspecified)	104	-3	6	103	104	102	3	98
CCCc1cc(=O)oc2cc(OCC(=O)NCC3CCC(C(=O)O)CC3)ccc12 (stereo unspecified)	104	0	-3	112	103	104	-6	103
CC(C)(C)NS(=O)(=O)c1cccc(S(=O)(=O)c2cccc(S(=O)(=O)NC(C)(C)C)c2)c1	101	-1	-2	94	97	105	9	101
Nn1c(Cc2ccccc2F)nnc1SCn1nnc2ccccc2c1=O	100	0	1	100	99	101	2	96
Cc1ccc2[nH]c(C)c(CCNC(=O)NC3CCCCC3)c2c1	110	-4	-2	104	111	113	0	104
Nc1ccc(Oc2ncccn2)c(Cl)c1	102	3	1	102	105	111	4	93

Compounds above that contain an NH in an aromatic ring, in the order listed:
SMILES	AGP1 TOR yeast	AHR activator	proCasp7 act	MEP2-GFP yeast	RPL19A-GFP yeast	CIT2 TOR yeast	procasp3 activ	LAP4-GFP MLPCN
S=c1[nH]ncn1/N=C/c1ccc(Br)cc1	89	1	5	96	90	96	3	97
CCOC(=O)N1CCC2(CC1)C(C#N)=C(N)Oc1n[nH]c(C)c12	94	4	-8	98	95	93	6	93
Cc1ccc2[nH]c(C)c(CCNC(=O)NC3CCCCC3)c2c1	110	-4	-2	104	111	113	0	104

Laid out differently: two of the compounds above
SMILES | AGP1 TOR yeast | AHR activator | proCasp7 act | MEP2-GFP yeast | RPL19A-GFP yeast | CIT2 TOR yeast | procasp3 activ | LAP4-GFP MLPCN
CCOC(=O)N1CCC2(CC1)C(C#N)=C(N)Oc1n[nH]c(C)c12 | 94 | 4 | -8 | 98 | 95 | 93 | 6 | 93
N#CCc1nnc2n1-c1ccccc1CCC2 | 105 | 0 | 8 | 103 | 102 | 100 | -2 | 92

Additional records follow:
SMILES	AGP1 TOR yeast	AHR activator	proCasp7 act	MEP2-GFP yeast	RPL19A-GFP yeast	CIT2 TOR yeast	procasp3 activ	LAP4-GFP MLPCN
CC(NC(=O)CN1CCN(CC(=O)Nc2ccccc2Cl)CC1)c1ccc(Br)cc1 (stereo unspecified)	105	-1	-3	99	97	98	3	100
O=C(CSc1nc(-c2ccco2)cc(C(F)(F)F)n1)N1CCN(c2cccc(Cl)c2)CC1	104	0	2	109	105	107	-9	111
CCN(CC)Cc1c(C(=O)N2CCc3ccccc3C2)nc2ccc(Cl)cn12	88	4	1	89	95	79	0	85
Cc1cc(N2CCCCC2)nc(-c2ccc(Br)cc2)n1	u	80*	-1	u	84	84	5	83
Cc1c(Cl)cccc1NC(=S)NNS(=O)(=O)c1ccc([N+](=O)[O-])cc1	99	2	-3	98	101	104	-6	97
CCOC(=O)c1c(NC(=O)Cc2ccccc2)sc2c1CCN(C)C2	97	2	5	99	93	94	-1	111
COc1ccccc1S(=O)(=O)Cc1ccc(C(=O)NCC(OC)OC)o1	u	0	0	u	u	u	2	101[may fluoresce red and violet]
CCCNC(=O)C1(S(=O)(=O)c2ccccc2)CC=CC1	79	1	-1	94	95	71	2	125
O=C(CSc1nnc(-c2ccccn2)n1Cc1ccccc1)N1CCOCC1	124	2	7	511*	82	131	-1	167*
COc1ccc(-n2nc(C(N)=O)c(O)cc2=O)cc1	101	0	-6	101	95	101	-6	99
CCC(Sc1nc(N)c(NC(=O)c2ccc(Br)o2)c(=O)[nH]1)C(=O)O (stereo unspecified)	96	-1	-3	100	98	106	2	94
O=C(c1ccccc1)n1ccc2ccccc21	98	62*	13	100	101	103	-1	106
COC(=O)c1ccc(-n2nnnc2SC)cc1	97	0	2	96	93	89	0	97
Cc1c(/C=N/O)c2ccccn2c1C(=O)c1ccc(F)cc1	42	15	-9	134	92	66	3	111
CCOC(=O)C(=O)NNc1ccc(Cl)cc1	99	-1	1	112	102	105	-1	97
C=CCOC(=O)C1=C(C)Nc2ncnn2C1c1cccs1 (stereo unspecified)	99	2	3	103	100	105	0	95
CCOc1ccc(/C=N/NC(=O)Cc2ccccc2)cc1CN1CC2CC(C1)c1cccc(=O)n1C2 (stereo unspecified)	96	5	3	94	96	95	0	99
COc1ccc(CNC(=O)C2CCCN(c3ncnc4c3nc3n4CCCCC3)C2)cc1 (stereo unspecified)	94	1	6	92	93	100	12	90
COc1cccc(C(=O)N(Cc2ccco2)Cc2cc3cccc(C)c3[nH]c2=O)c1	101	2	9	102	101	107	-10	109
O=C1CCC(=O)N1c1ccc(S(=O)(=O)Nc2cccc(Br)c2)cc1	96	0	7	97	103	101	9	99
Cc1cc(-c2csc(N)n2)c(C)n1-c1ccccc1	108	-3	0	114	107	103	0	113
CCOc1ccc(-c2noc(CCCC(=O)NC3CCCCC3)n2)cc1OC	97	0	-3	99	104	94	-2	91
O=C(COC(=O)c1cc(S(=O)(=O)N2CCOCC2)cs1)c1ccccc1	100	0	0	102	97	95	-1	102
CCCC(=O)N1CCc2[nH]c3ccccc3c2C1	104	17	2	106	104	106	-5	109
CN(C)c1ccc(C2Nc3ccccc3C(=O)N2CCCN2CCOCC2)cc1 (stereo unspecified)	103	6	-4	104	102	100	-3	101

Three of the entries above in order of their number in AGP1 TOR yeast, descending.
SMILES | AGP1 TOR yeast
Cc1cc(-c2csc(N)n2)c(C)n1-c1ccccc1 | 108
COc1cccc(C(=O)N(Cc2ccco2)Cc2cc3cccc(C)c3[nH]c2=O)c1 | 101
CCOc1ccc(/C=N/NC(=O)Cc2ccccc2)cc1CN1CC2CC(C1)c1cccc(=O)n1C2 (stereo unspecified) | 96

(listing goes on)
SMILES	AGP1 TOR yeast	AHR activator	proCasp7 act	MEP2-GFP yeast	RPL19A-GFP yeast	CIT2 TOR yeast	procasp3 activ	LAP4-GFP MLPCN
COc1ccc(C(C(C(=O)c2ccco2)N2CCOCC2)N2CCOCC2)cc1 (stereo unspecified)	90	13	-8	101	91	91	-2	95
Cc1ccccc1NCC(=O)N/N=C/C(Br)=C/c1ccccc1	107	6	6	110	102	108	-1	101
O=C(CC1C(=O)N(c2ccccc2)C(=O)N1Cc1ccco1)Nc1ccccc1 (stereo unspecified)	100	0	1	129	93	106	-4	111
COc1cc(C(c2nnnn2C2CCCC2)N2CCc3ccccc3C2)ccc1O (stereo unspecified)	105	0	-6	100	100	107	3	93
Cc1cccc(NC(=O)C2CCN(S(=O)(=O)c3c(C)noc3C)CC2)c1	99	4	8	96	96	94	-3	97
Cc1cc2c3c(c1)C(C)(c1ccccc1)CC(C)(C)N3C(=O)C21C(C#N)=C(N)OC2=C1C(=O)CC(C)(C)C2 (stereo unspecified)	96	2	-1	105	96	97	16	104
O=C(OCc1nc2ccsc2c(=O)[nH]1)c1ccc(Cl)nc1	101	-3	-1	98	99	109	4	101
CN1C(C)(C)c2ccccc2OS1(=O)=O	90	1	1	99	105	107	2	108
CC1CCCC(C)N1C(=O)C1CC(c2ccc(F)cc2)=NO1 (stereo unspecified)	95	-3	0	94	95	90	0	106
O=C(NCCC(=O)N1CCN(c2ncccn2)CC1)c1ccccc1	106	-3	11	103	95	91	0	109
CCOC(=O)c1c(S(=O)(=O)NCCc2cccs2)c(C)n(C)c1C	96	1	-2	109	100	97	-1	93
Cc1ccc(NC(=S)NCC2CCN(C(C)c3ccccc3)C2)cc1C (stereo unspecified)	94	2	3	112	81	95	8	100
Cc1ccc(CNC(=O)CS(=O)(=O)Cc2nc(-c3ccccc3F)oc2C)cc1	89	2	-11	93	90	86	5	92
COc1ccc(Nc2nc(N)nc(CN3CCc4ccccc4C3)n2)cc1	104	8	1	101	96	98	-5	101
C[C@@]12CCC3[C@@](CCC4[C@@]3(C)CCC[C@@]4(C)C(=O)O)(CC1=O)C2 (stereo partly specified)	65	-1	6	85	93	81	-13	94

No new results follow: two of the compounds above.
SMILES	AGP1 TOR yeast	AHR activator	proCasp7 act	MEP2-GFP yeast	RPL19A-GFP yeast	CIT2 TOR yeast	procasp3 activ	LAP4-GFP MLPCN
O=C(Nc1cccc(S(=O)(=O)N2CCCCC2)c1)c1cnccn1	94	0	9	96	93	101	-5	100
O=S(=O)(c1cccc(Cl)c1Cl)N1CCCCC1	91	1	-17	94	95	85	-3	103
